# High-throughput results: PubChem, The Scripps Research Institute Molecular Screening Center
# KLK7 zymogen act: proKLK7 zymogen activators, primary screen, biochemical, fluorescence intensity; actives 0.9% (n = 370,000); purified proKLK7, EDANS-DABCYL substrate fluorescence; 100% is mature enzyme control, 0% vehicle; activation, % at 7 µM;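 active = activation above the mean of all tested compounds plus 3 SD, computed per campaign excluding outliers beyond control limits, cut at about 13% in these data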
# Target sequence (P49862 whole entry, looked up): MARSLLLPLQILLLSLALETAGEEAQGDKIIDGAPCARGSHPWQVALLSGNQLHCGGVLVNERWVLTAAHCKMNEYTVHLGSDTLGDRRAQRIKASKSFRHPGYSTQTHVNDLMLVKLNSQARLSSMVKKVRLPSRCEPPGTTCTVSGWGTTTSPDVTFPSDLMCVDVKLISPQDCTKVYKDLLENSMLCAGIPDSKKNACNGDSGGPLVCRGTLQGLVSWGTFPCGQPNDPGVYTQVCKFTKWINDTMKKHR
# UHRF1 MBD2 ctr: UHRF1 methylated DNA binding inhibitors, primary screen, counter-screen for MBD2 inhibitor project, biochemical, TR-FRET, human UHRF1, single concentration. E3 ubiquitin-protein ligase UHRF1 (Homo sapiens), Q96T88. UHRF1 binding to methylated oligo. inhibition, % at 4.4 µM. actives 0.75% (n = 370,000). AID 687016, 2013; in the data active = inhibition above about 21%;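 also: UHRF1 SRA domain binding a hemimethylated CpG hairpin DNA probe; 0% = median of test compound wells and 100% = reference inhibitor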
# PRMT1 FP inh: PRMT1 methyltransferase inhibitors, primary screen, biochemical, fluorescence polarization | Protein arginine N-methyltransferase 1 (Homo sapiens), Q99873 | recombinant PRMT1, activity-based probe fluorescence polarization | inhibition, % at 2.79 µM | actives 1.3% (n = 370,000);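 active = inhibition above about 21% made by adding two undisclosed values, limit read from the data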
# TDP2 inh: human TDP2 enzyme inhibitors, primary screen, biochemical, epi absorbance, recombinant enzyme | Tyrosyl-DNA phosphodiesterase 2 (Homo sapiens), O95551 | T5PNP hydrolysis, p-nitrophenol absorbance 415 nm | inhibition, % at 12.8 µM | actives 0.34% (n = 370,000) | AID 720702, 2013;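 active = inhibition above the mean of all tested compounds plus 3 SD, set per campaign, cut at about 25% in these data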;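 also: 0% = DMSO with enzyme and 100% = buffer with substrate but no TDP2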
# Target sequence (O95551 whole entry, looked up): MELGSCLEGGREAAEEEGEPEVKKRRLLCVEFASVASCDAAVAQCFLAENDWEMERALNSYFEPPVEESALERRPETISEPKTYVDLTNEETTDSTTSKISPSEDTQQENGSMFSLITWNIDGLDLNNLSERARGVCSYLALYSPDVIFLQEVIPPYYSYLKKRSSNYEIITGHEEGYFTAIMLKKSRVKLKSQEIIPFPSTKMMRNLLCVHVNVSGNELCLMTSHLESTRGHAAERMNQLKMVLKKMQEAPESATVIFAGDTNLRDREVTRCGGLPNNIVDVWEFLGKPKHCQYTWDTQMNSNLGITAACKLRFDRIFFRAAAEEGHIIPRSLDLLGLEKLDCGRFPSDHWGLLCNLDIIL
#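 System – recombinant human TDP2 · Amount – 120 nM TDP2 per well · Buffer or medium – Mg2+-containing Tris-HCl buffer, pH 7.5 · Reagent – T5PNP substrate, 5 mM · Dosing – 12.8 µM single point, 1% DMSO · Incubation – 2 h at 37 °C · Measured by – epi absorbance · Read-out basis – percent inhibition · Benchmarks – high control without enzyme, low control DMSO plus TDP2 · Repeats – singlicate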
# SIAE primary: human SIAE inhibitors, primary screen, biochemical, fluorescence polarization, FP-Rh probe, 1536-well HTS; Sialate O-acetylesterase (Homo sapiens), Q9HAT2; SIAE FP-Rh probe binding; inhibition, % at 9.66 µM; actives 0.69% (n = 370,000); AID 1053197, 2014;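 active = inhibition above a cutoff: mean of compounds within the control limits plus 3 SD of those, cut at about 17% in these data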;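 also: 0% = plate median of compound wells and 100% = probe without SIAE protein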
# LEDGF integ inh: blockers of LEDGF/p75-dependent integrase strand transfer – biochemical, TR-FRET, high throughput, primary screen; TR-FRET IN-LEDGF/p75 DNA integration, Eu/Cy5; inhibition, % at 3.7 µM; actives 0.64% (n = 370,000); HIV-1 integrase (with human LEDGF/p75);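 active = inhibition above the screen-wide mean plus 3 SD, cut at about 13% in these data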;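 also: signal is the Cy5 over europium emission ratio at 671 and 618 nm; 0% = plate median of compound wells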
# DDE Tn6 FP inh: inhibitors of Tn6 peptide binding to fibrin DD(E), primary screen, biochemical, fluorescence polarization, human fibrin, Tn6 probe. Fibrinogen beta chain (Homo sapiens), P02675. Fibrin DD(E) TRITC-Tn6 fluorescence polarization displacement. inhibition, % at 8.3 µM. actives 0.21% (n = 370,000);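 active = inhibition above a per-campaign cutoff: mean of compounds within control limits plus 3 SD, cut at about 15% in these data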;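 also: 0% = median of all compound wells on the plate and 100% = blocking peptide control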
# TCR-CD3 inh: inhibitors of human TCR-CD3 interaction, primary screen, biochemical, fluorescence, TAMRA-labeled TCR probe | T-cell receptor (TCR) | inhibition, % at 9.4 µM | actives 0.37% (n = 360,000) | AID 651800, 2012; in the data active = inhibition above about 19%;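 also: recombinant mutant TCR 2C K166C tagged with TAMRA read by polarization; 0% = receptor in buffer alone and 100% = receptor with positive control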
# Tn7 DDE FP: inhibitors of Tn7 peptide binding to fibrin DD(E), primary screen, biochemical, fluorescence polarization, human fibrin, Tn7 probe. Fibrinogen beta chain (Homo sapiens), P02675. FP displacement of FITC-Tn7 peptide from fibrin DD(E); 0% = median of compound wells per plate. inhibition, % at 8.3 µM. actives 0.13% (n = 370,000). AID 720508, 2013;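 active = inhibition above the mean of compounds falling within the control limits plus 3 SD of them, cut at about 14% in these data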;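 also: 0% = plate median of compound wells and 100% = 10 µM Aha-Tn7 peptide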
#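 Measure: % inhibition scaled between sample-field median and high-control FP; Test system: human fibrin DD(E); Quantity: 2 µM final DD(E) protein; Doses: one dose, 8.3 µM nominal; Schedule: compound with protein 10 min, then 3 h after probe, room temperature; Detection: fluorescence polarization; Medium: Tris buffer with calcium and detergent, pH 7.8.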
# MBD2 DNA inh: inhibitors of MBD2 binding to methylated DNA, primary screen, biochemical, TR-FRET, DNA-binding domain, human; Methyl-CpG-binding domain protein 2 (Homo sapiens), Q9UBB5; MBD2 binding to methylated oligonucleotide; inhibition, % at 4.4 µM; actives 0.31% (n = 370,000); AID 686964, 2013; in the data active = inhibition above about 13%
# Target sequence (Q9UBB5 whole entry, looked up, the tested form may be a part): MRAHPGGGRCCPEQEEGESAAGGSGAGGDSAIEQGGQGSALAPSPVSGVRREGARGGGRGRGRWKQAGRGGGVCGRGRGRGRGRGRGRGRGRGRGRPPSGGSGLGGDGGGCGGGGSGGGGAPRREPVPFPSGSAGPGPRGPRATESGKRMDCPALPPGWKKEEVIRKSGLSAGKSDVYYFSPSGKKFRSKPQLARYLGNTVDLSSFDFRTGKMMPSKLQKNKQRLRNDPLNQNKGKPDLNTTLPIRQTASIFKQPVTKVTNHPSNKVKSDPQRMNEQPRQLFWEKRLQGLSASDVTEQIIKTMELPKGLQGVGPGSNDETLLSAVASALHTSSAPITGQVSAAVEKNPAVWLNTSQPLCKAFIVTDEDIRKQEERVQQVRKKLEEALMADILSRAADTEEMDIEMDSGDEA
# The depositor's hits bear a star; . = not tested or not shown. This is a random part of the collection; about 4.6% have a hit in one of these screens.
SMILES,KLK7 zymogen act,UHRF1 MBD2 ctr,PRMT1 FP inh,TDP2 inh,SIAE primary,LEDGF integ inh,DDE Tn6 FP inh,TCR-CD3 inh,Tn7 DDE FP,MBD2 DNA inh
Cc1ccc(S(=O)(=O)N2CC(O)C[C@H]2C(=O)OCC(=O)c2ccccc2)cc1 (stereo not given in full),-0.5,3,-3,-4,-5,1,-5,5,2,1
Cc1c(C(=O)Nc2c(C)n(C)n(-c3ccccc3)c2=O)oc2ccccc12,-0.2,-2,1,9,2,0,11,3,0,-5
CC(C)c1ccccc1NC(=O)CN1C(=O)c2ccccc2C1=O,0.1,1,3,-8,-3,73*,6,-7,1,-5
COc1ccc(-n2c(COc3cccc4ccccc34)nnc2SCC#N)cc1,0.2,-3,3,-1,-8,-2,-5,4,6,-4
O=C1CSCC(=O)N1c1ncc(C(F)(F)F)cc1Cl,0.1,0,-6,3,-2,3,-4,7,1,-1
Cc1ccc(CNC(=O)c2ccc3c(=O)n(CC4CCCO4)c(=S)[nH]c3c2)cc1 (stereo not given),0.3,-1,0,18,5,2,8,6,-3,-4
NC(=S)N=Nc1ccc(O)cc1,-0.8,-2,4,1,2,2,-3,6,-2,-13
Cc1ccc(-c2c3c(=O)n(C)c(=O)n(C)c3cn2-n2cnnc2)cc1,7.8,0,-2,9,2,1,-4,4,3,-5
CC(C)OC(=O)COc1cc(O)c2c(=O)cc(-c3ccccc3)oc2c1,-0.3,-2,-1,10,-2,-1,-1,0,-3,4
COc1ccc(Cc2c(-c3ccc(C#N)cc3)nc3c(Cl)cc(C(F)(F)F)cn23)c(C)c1,0.3,18,-4,-9,2,2,-1,6,-3,1
CCOc1ccc(N(CC(=O)NCCc2ccccc2)C(=O)c2csnn2)cc1,0.5,5,6,-13,1,-11,4,0,3,1
COc1ccc(C2CC(=O)Nc3cc(C)c(C)cc32)c(OC)c1OC (stereo not given),-0.5,0,-2,1,-1,0,8,3,-1,-4
CCCCNC(=O)C[C@@H]1C[C@@]2(C(=O)OC)CCCCC=C2N(CCc2ccc(OC)c(OC)c2)C1=O,1.6,-1,1,2,-1,-2,9,4,5,2
O=C(/C=C/c1cccc(Br)c1)N1CCN(c2ccccn2)CC1,-0.4,35*,4,0,-3,-3,-2,-2,5,14*
O=C(Cc1ccccc1)NCc1n[nH]c(=S)n1-c1ccccc1,0.2,1,1,3,2,2,-1,0,6,3
Cc1ccc(NC(=O)COC(=O)C2CCC2)cc1S(=O)(=O)N1CCCCC1,0.9,-1,3,-7,-2,-4,-5,-5,4,-4
CCC1C(C#N)=C(SCC(N)=O)NC2=C1C(=O)CC(C)(C)C2 (stereo not given),7.8,1,0,-3,2,-1,-2,-5,0,1
Cc1ccc(C(=O)N/C(=C\c2ccccc2F)c2nc(=S)[nH][nH]2)cc1,0.6,3,5,-5,-2,-8,-5,7,1,1
O=S(=O)(c1ccc(S(=O)(=O)N2CCCC3(CCCCC3)C2)cc1)N1CCCCC1,0.2,-1,-3,10,10,2,-5,8,-2,0
COC(=O)c1ccc(CN2CCCC(CO)(Cc3ccccc3F)C2)cc1 (stereo not given),1.0,3,2,-3,-8,1,3,3,1,2
CCOC(=O)c1cc(-c2ccccc2)n(CCC(=O)N2CCN(c3ccccc3OC)CC2)c1C,0.8,0,0,-6,-4,3,-4,-3,-1,-5
COc1cc(OC)cc(C(C)=O)c1,-0.6,-1,0,-5,0,3,2,3,-4,6
CC(=O)c1ccc(NC(=O)Cn2cnc(S(=O)(=O)N3CCC(C)CC3)c2)cc1,0.4,0,-4,5,-3,3,0,6,-2,-3
CCOc1cc(C2NC(=O)CCC2[N+](=O)[O-])cc(Br)c1OC (stereo not given),-0.4,2,3,-4,-4,-4,-1,-7,3,3
CCOC(=O)[C@]12CCCC=C1N(CCCOC)C(=O)[C@@H]2CC(=O)NCc1cccc(C(F)(F)F)c1,-0.3,1,-2,-4,4,-2,-7,.,-6,-3
O=C(Nc1ccc2c(c1)OCO2)C1CC(=O)N(c2ccc(F)cc2)C1 (stereo not given),-0.3,-4,-4,9,5,5,-5,3,-3,-7
CC(=O)Nc1sc(N/N=C/c2ccccc2)nc1-c1ccc(C)cc1,0.2,-1,7,3,6,1,2,-1,8,3
CC(C)OC(=O)c1ccc(COC(=O)c2cccc(-c3nnc(-c4ccccc4)o3)c2)cc1,-0.3,1,-2,11,0,-2,8,5,5,6
O=S(=O)(c1cccs1)N1CCN(c2ccc(Cl)cc2)CC1,0.6,1,2,-4,5,-7,1,-2,-3,3
COc1ccc(CNC(=O)CSc2nnc3c(Cl)cc(C(F)(F)F)cn23)cc1OC,-0.1,-5,-4,6,8,1,-6,0,-6,-1
CC(C)(C)c1ccc(/C=N/OCC(=O)NCc2ccc(F)cc2)cc1,-0.1,2,-3,-20,2,4,-1,-3,-4,-3
CC1CCCCC12NC(=O)N(CC(=O)OCc1ccc(Br)cc1)C2=O (stereo not given),0.2,2,3,3,-4,-4,-2,-2,-5,2
CCOC(=O)[C@H]1[C@H]2COc3ccc(OC)cc3[C@@H]2N2C(=O)CN(Cc3ccc(C)cc3)C(=O)[C@@]12C,0.1,4,5,-1,-1,1,1,-3,7,1
CCOC(=O)c1ccc(NC(=O)NS(=O)(=O)c2ccc(C)cc2)cc1,0.6,3,0,9,0,0,-3,3,5,0
COc1ccccc1Cc1c(-c2ccc(C)cc2)nc2cc(C)c(Br)c(C)n12,0.1,0,4,-10,-4,-7,-3,-5,1,0
CCC(CC)c1nnc(NC(=O)c2ccc(S(=O)(=O)N3CCc4ccccc4C3)cc2)s1,-0.6,6,1,-13,-3,-5,10,0,-4,1
CCC(=O)N1CCC1(C)C(=O)Nc1ccc2c(c1)OCO2 (stereo not given),0.0,0,1,4,-1,-3,0,4,7,-1
Oc1oc(-c2ccccc2)nc1C=Nc1cccc2ccccc12,-33,-6,0,7,5,-1,-5,2,-2,1
Cc1ccccc1N(CC(=O)NCCc1ccccc1)C(=O)c1csnn1,-0.3,1,-2,-11,-2,1,-2,-5,0,-7
Cc1[nH]c2ccccc2c1C(=O)CN1CCN(c2ccc(Cl)cc2)CC1,-0.7,0,1,9,1,-3,5,3,-4,-2
COc1ccc2c(c1)c(C(=O)CN1CCCCC1)c(C)n2C,0.5,8,-1,-3,1,3,-1,-1,-4,1
O=C(NCc1ccc(C(=O)N2CCCN(Cc3ccccc3)CC2)cc1)c1cccc(Br)c1,0.2,2,1,-3,-2,3,-5,.,0,6
CN1CCN(/N=C/c2ccc(N(c3ccccc3)c3ccccc3)cc2)CC1,0.3,-2,-3,-5,16,0,-4,2,-1,1
O=C(C[C@H]1CC[C@@H](NC(=O)Cc2cccnc2)[C@@H](CO)O1)NCc1ccc2c(c1)OCO2,0.3,0,0,-11,-4,3,3,3,-2,1
O=C(COC(=O)c1ccc(O)cc1O)NC1CCS(=O)(=O)C1 (stereo not given),0.1,1,8,-2,2,-10,-4,-4,-2,-2
COc1ccc(CC(=O)Nc2ccc(S(=O)(=O)N3CCCC3)cc2)cc1OC,0.2,-1,2,8,1,1,4,-2,-2,-3
COc1ccc(C(CNC(=O)c2cccc(S(=O)(=O)Nc3ccccc3OC)c2)N2CCOCC2)cc1 (stereo not given),0.1,0,-2,-15,-15,4,-12,3,-9,2
S=C(NCc1ccc2c(c1)OCO2)NCc1ccc2c(c1)OCO2,0.3,0,4,-1,-1,0,-4,-9,1,3
O=C(CC1C(=O)NCCN1C(=O)Nc1ccccc1)Nc1ccc2c(c1)OCCO2 (stereo not given),0.1,0,-1,-2,-3,3,-4,1,2,-7
O=C(Nc1cccn2nc(COCCO)nc12)C(c1ccccc1)c1ccccc1,0.0,1,7,4,-1,-4,-3,-2,-2,0

# Continued; the last 2 above are carried over.
SMILES,KLK7 zymogen act,UHRF1 MBD2 ctr,PRMT1 FP inh,TDP2 inh,SIAE primary,LEDGF integ inh,DDE Tn6 FP inh,TCR-CD3 inh,Tn7 DDE FP,MBD2 DNA inh
O=C(CC1C(=O)NCCN1C(=O)Nc1ccccc1)Nc1ccc2c(c1)OCCO2 (stereo not given),0.1,0,-1,-2,-3,3,-4,1,2,-7
O=C(Nc1cccn2nc(COCCO)nc12)C(c1ccccc1)c1ccccc1,0.0,1,7,4,-1,-4,-3,-2,-2,0
COc1ccc(CCN(C)C(=O)CSc2nccn2C)cc1OC,0.0,7,6,-8,-11,-2,-12,3,4,9
CC(C)OP(=O)(OC(C)C)C1(O)C(=O)Nc2ccc(Br)cc21 (stereo not given),2.2,-7,0,6,6,3,-1,5,1,-5
Cn1c(=O)oc2cc(S(=O)(=O)N3CCC(C(=O)NCCc4ccccc4)CC3)ccc21,-0.1,-2,0,13,9,-3,-10,-2,6,3
C[C@]12CS(=O)(=O)C[C@H]1SC(=S)N2c1ccccc1,-0.3,1,-4,9,-9,-2,9,-4,7,1
CCOc1ccc(C2CC(c3cccc(Cl)c3)n3nc(N)nc3N2)cc1 (stereo not given),-4.5,-2,3,1,3,1,4,-6,6,-1
CC(=O)N/C(=N/c1nc(C)cc(C)n1)Nc1ccc(C)cc1C,-0.1,3,-5,2,1,0,-3,10,8,0
COc1ccc(-c2csc3nc(C(C)C)oc(=O)c23)cc1OC,0.3,-2,0,9,-4,7,1,-3,-4,2
CCOC(=O)C1=C(C)NC(=O)CC1c1cc2c(cc1[N+](=O)[O-])OCO2 (stereo not given),1.7,1,12,-2,14,22*,-5,7,-1,-3
COc1ccc(CC(=O)Nc2ccc(S(=O)(=O)Nc3onc(C)c3C)cc2)cc1OC,-0.3,-2,-2,1,7,5,-8,1,-4,-3
